# Screens from PubChem BioAssay.
# PKA-R2B activ: activators of PKA-R2B holoenzyme, primary screen, biochemical, fluorescence polarization, Cy5-IP20, human | PKA-R2B holoenzyme dissociation; R2B truncated from residue 108, S112A mutant; 0% DMSO only, 100% 113 µM cGMP | 0.079% of 340,000 active | AID 504700, 2011 | activation, % at 11.4 µM;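 active means activation above a cutoff set at the mean over all compounds plus 3 SD, cut at about 18% in these data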;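 further: higher means more holoenzyme dissociation and a rise in polarization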
# Target sequence (P31323 whole entry, looked up, other chains not shown, the tested form may be a part): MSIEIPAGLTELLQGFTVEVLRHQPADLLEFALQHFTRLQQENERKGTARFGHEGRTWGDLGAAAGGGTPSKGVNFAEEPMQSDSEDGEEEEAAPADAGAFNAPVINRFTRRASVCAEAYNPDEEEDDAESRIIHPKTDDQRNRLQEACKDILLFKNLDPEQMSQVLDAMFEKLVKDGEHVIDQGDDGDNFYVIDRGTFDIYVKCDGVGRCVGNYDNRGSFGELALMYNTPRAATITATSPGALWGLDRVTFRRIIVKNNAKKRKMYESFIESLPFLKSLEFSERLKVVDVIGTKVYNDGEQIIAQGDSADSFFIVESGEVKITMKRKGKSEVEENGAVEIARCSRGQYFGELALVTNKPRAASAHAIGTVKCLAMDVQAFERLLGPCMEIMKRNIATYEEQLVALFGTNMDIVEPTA
# dFosB activator: activators of delta FosB homodimer, primary screen, biochemical, fluorescence polarization, TAMRA-CDK5 oligo, single point | Protein FosB (Mus musculus), P13346 | 0.99% of 340,000 active | purified delta FosB; percent of positive-control signal above neutral wells | activation, % at 25 µM;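 active means mean activation above about 17%, with every replicate also reaching it, limit read from the data, passing the limit was not always enough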;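 further: fluorescence polarization rise as delta FosB binds a TAMRA Cdk5 AP-1 oligo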
# Target sequence (P13346 whole entry, looked up): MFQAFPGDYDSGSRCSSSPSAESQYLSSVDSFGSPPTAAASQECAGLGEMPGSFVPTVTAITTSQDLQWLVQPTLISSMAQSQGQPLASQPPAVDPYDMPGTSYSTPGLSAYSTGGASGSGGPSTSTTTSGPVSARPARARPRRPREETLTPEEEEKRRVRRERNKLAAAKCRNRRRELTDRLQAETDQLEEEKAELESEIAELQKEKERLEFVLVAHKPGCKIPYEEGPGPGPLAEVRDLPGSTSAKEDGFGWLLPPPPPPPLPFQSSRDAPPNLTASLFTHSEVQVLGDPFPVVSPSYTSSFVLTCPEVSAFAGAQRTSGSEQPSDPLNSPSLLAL
# Arr AP2 block: inhibitors of beta-arrestin/AP2 binding, primary screen, biochemical, GPCR trafficking, flow cytometry. beta-arrestin 1 C-terminal peptide binding to AP2 beta2-adaptin appendage (human). FITC-arrestin peptide / GST-AP2 beads; AP2 beta2 appendage carries R879A mutation. inhibition, % at 10 µM. 0.31% of 340,000 active;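 active means inhibition above a set limit, near 3 SD of compounds lacking own fluorescence, cut at about 54% in these data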;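 further: plate controls were DMSO wells for no effect and 5 µM unlabelled arrestin peptide for full effect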
#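 Material – GST-tagged AP2 beta2-adaptin appendage (R879A) on 4 µm glutathione beads · Probe or stimulus – fluorescein-tagged arrestin peptide at 50 nM final · Timing – 12 min plus 1 h, RT · Detection – bead flow cytometry, FITC channel · Read-out basis – inhibition as reduced fluorescein signal on beads, percent · Medium – PBS plus Tween 20 (0.05%) and BSA (0.1%)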
# SR-BI DiI-HDL act: activators of SR-BI mediated DiI-HDL uptake, primary screen, ldlA[mSR-BI] CHO cells, DiI fluorescence; activation, % at 12.5 µM; 0.096% of 320,000 active; AID 504775, 2011; 3 h; 100 = double the neutral-control signal;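 active means mean replicate activation of at least 60% and every replicate at or above 60%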;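 further: 0% = median plate neutral-control signal and 100% = twice that signal; values of inactives mirror those of a sister screen read the other way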
#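 Assay system: LDL receptor-deficient CHO ldlA cells overexpressing murine SR-BI / Medium: BSA-supplemented, HEPES-buffered Ham's F12, pH 7.4 / Probe or stimulus: DiI-labelled HDL at 10 µg/mL final / Timing: compound with DiI-HDL co-incubation, 3 h at 37 °C / Technique: bottom-read cell fluorescence after medium removal, ex 550/em 595 nm / Measure: HDL uptake via cellular fluorescence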
# NSD2 inh: NSD2 histone methyltransferase inhibitors, primary screen, biochemical, AlphaScreen, single concentration, set 2. Histone-lysine N-methyltransferase NSD2 (Homo sapiens), O96028. 0.54% of 310,000 active. inhibition, % at 12.5 µM. AID 743445, 2014. NSD2 peptide methylation, 120 min; in the data active means inhibition above about 50%
# CDK5 p35 inh: inhibitors of human CDK5/p35 kinase, primary screen, biochemical, single concentration; inhibition, % at 10 µM; AID 488839, 2010; Cyclin-dependent kinase 5 (Homo sapiens) + Cyclin-dependent kinase 5 activator 1 (Homo …; Recombinant CDK5/p35, ADP-Glo luminescence, 60 min; 0.01% of 330,000 active;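 active means highest replicate inhibition of at least 50% and at least 75% of replicates reaching 50%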;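 further: plate controls were DMSO neutral control for no effect and GW8510 at 10 µM for full effect; many of its hits are not listed in these tables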
# PKA-R1A act: activators of PKA-R1A holoenzyme, primary screen, biochemical, fluorescence polarization, Cy5-IP20, bovine R1A, mouse PKAc. cAMP-dependent protein kinase type I-alpha regulatory subunit (Bos taurus) + …. PKA-R1A dissociation; scaled: DMSO 0%, 113 µM cGMP 100%. activation, % at 11.4 µM. 0.083% of 340,000 active. AID 504707, 2011;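 active means percent activation above the mean of all tested compounds plus 3 SD, cut at about 19% in these data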;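 further: higher means more PKAc released from R1A so a rise in polarization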
# Mot1-301 SUMO: yeast Mot1-301 growth rescue at high temperature, primary screen, SUMOylation pathway inhibitor project, S. cerevisiae, ATP luminescence, 38.5C | growth rescue, % at 18.8 µM | 1% of 320,000 active | S. cerevisiae Mot1-301 growth rescue; percent above DMSO median, 100 means doubled;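 active means every valid replicate shows activation above 250% relative to neutral control wells; inactive means the rest, any valid replicate at or below 250%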;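 further: OY570 slx delta 5 strain wells were the positive control but not used for scaling; some compounds called inactive have numbers as strong as hits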
# SR-BI DiI inh: inhibitors of SR-BI mediated HDL lipid uptake, primary screen, ldlA[mSR-BI] cells, fluorescence, single point; 0.96% of 320,000 active; Scavenger receptor class B member 1 (Mus musculus), Q61009; inhibition, % at 12.5 µM; ldlA[mSR-BI] CHO cells, DiI-HDL uptake fluorescence, 3 h;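 active means mean replicate inhibition of at least 70% and a set share of replicates each scoring 70 or more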;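 further: 0% = median of neutral control wells and 100% = median of positive control wells; values of inactives mirror those of a sister screen read the other way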
# DSG3 Ab inh: inhibitors of pemphigus antibody binding to DSG3, primary screen, biochemical, bead-based, flow cytometry, scFv-GFP; DSG3-coupled beads, scFv-anti-DSG3-GFP binding; stronger effect = lower value; binding (percent of control), % at 10 µM; 0.48% of 310,000 active;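 active means binding more than 3 SD below its plate's average and above zero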;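 further: hits lower antibody fragment binding to DSG3; some compounds called inactive have numbers as strong as hits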
# MITF act: activators of MITF-driven TRPM1 promoter reporter, primary screen, cell-based, SK-MEL-5, luciferase, single point | 0.75% of 300,000 active | SK-MEL-5 TRPM1-promoter luciferase, 24 h; % of positive control, neutral wells = 0 | activation, % at 12.5 µM;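 active means mean activation of at least 80% with every replicate also reaching 80%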;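 further: 0% = neutral control wells and 100% = parthenolide positive control wells; values of inactives mirror those of a sister screen read the other way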
# Starred values were filed as active, the others as inactive; i = inactive; / = no result given. Rows were taken by chance, and some 4.7% of all compounds hit somewhere here.
No.	PKA-R2B activ	dFosB activator	Arr AP2 block	SR-BI DiI-HDL act	NSD2 inh	smiles	CDK5 p35 inh	PKA-R1A act	Mot1-301 SUMO	SR-BI DiI inh	DSG3 Ab inh	MITF act
1	-8	-3	7	-16	-1	CCOc1ccc(N=c2cc(-c3ccc(OC)cc3)oc3ccccc23)cc1	-6.7	-7	8	16	104	-3
2	2	22*	-1	-10	-3	CSc1ccc(/C=C/C(=O)OCC(=O)c2ccc[nH]2)cc1	-4.2	10	11	10	/	29
3	-8	7	2	5	/	COc1ccc(-c2cc3c(=O)n(CC(=O)NCc4ccc(C)cc4)ncn3n2)cc1	0.2	-1	-11	-5	85	15
4	12	-8	3	0	0	O=C(NCc1cccs1)C(=O)c1c[nH]c2ccccc12	-0.1	-8	-5	0	97	19
5	-5	0	13	18	-6	CC(C(=O)NN)n1nnc(N2CCOCC2)n1 (configuration not stated)	-1.2	-3	8	-18	102	-4
6	-2	-3	13	11	-2	Cc1cc(C)c(C(=O)COC(=O)CNC(=O)c2ccccc2C)c(C)c1	0.3	3	3	-11	103	-4
7	8	-10	9	-2	4	CSc1cccc(NC(=O)C2CCCN2S(=O)(=O)c2ccc3c(c2)CCC(=O)N3)c1 (configuration not stated)	0.6	-13	6	2	94	-10
8	-2	-2	-12	11	-4	OCC1CCCCN1C(=S)Nc1cccc(Cl)c1 (configuration not stated)	-0.2	5	47	-11	104	-1
9	-3	-3	9	/	-3	COc1ccc(C)cc1S(=O)(=O)N1CCCCC1	0.3	-1	0	/	112	-5
10	-5	-6	-15	16	0	CCc1ccc(NC(=O)CSc2nnc(CC)c(CC)n2)cc1	-1.3	-11	21	-16	96	/
11	-5	5	0	20	/	C[C@H](O)Cc1cn(-c2cc3cc(C#Cc4ccsc4)ccc3oc2=O)nn1	-2.0	4	-2	-20	103	-4
12	7	1	32	5	0	CC1CCCCN1Cc1c(O)ccc2c(=O)c(-c3ccc(Cl)cc3Cl)coc12 (configuration not stated)	0.9	3	5	-5	104	/
13	4	-4	28	13	-9	Cc1ccc(NC(=O)Cn2c(O)c(N=NC(N)=O)c3ccccc32)cc1	-1.7	-2	-13	-13	99	-12
14	4	-5	-1	-16	0	CSc1ncc(C(=O)Nc2cc(C)ccc2C)c(C)n1	1.3	0	-14	16	98	-8
15	-11	-6	2	-13	/	CCN1C(Nc2ccccc2)=NC[C@@H]1CC(C)C	-0.4	-2	-18	13	102	4
16	-14	-4	12	11	0	CC(C)CC(=O)Nc1ccc(C(=O)COC(=O)C2CCC2)cc1	1.2	-6	-16	-11	/	14
17	-6	0	19	-11	-4	Nc1c(C(=O)c2ccc(F)cc2)oc2ccccc12	-0.9	0	9	11	103	27
18	0	3	-4	-41	2	CCOC(=O)c1cc(-c2ccccc2)sc1NC(=O)C(C)(C)C	-2.1	-5	4	41	111	3
19	-13	-2	-30	-2	-4	Cc1nnc(SCC(=O)N(C)CC(=O)Nc2ccc(F)cc2)n1Cc1ccccc1	-2.3	-3	10	2	126	-4
20	-6	-1	-3	10	-2	C=CCSC1=C(C#N)C(c2ccccc2OCC)C(C#N)C(=O)N1 (configuration not stated)	1.3	3	-10	-10	99	0
21	-1	-12	5	22	-1	CCN(CC)c1ccc(S(=O)(=O)N2CCOCC2)cc1NC(=O)CSc1nnc(N)s1	0.5	-17	-20	-22	97	0
22	-8	-3	16	-5	0	CCCc1nc(N)sc1C(=O)OCC	0.4	-17	1	5	94	/
23	-4	-45	54*	-59	-7	COc1ccc2nc(-c3ccccc3)cc(C(=O)OCC(=O)N3CC(C)OC(C)C3)c2c1 (configuration not stated)	-0.8	-11	-3	59	/	11
24	-2	-6	-2	6	-5	COc1cccc(-n2c(SCC(=O)NC3CCS(=O)(=O)C3)nc3ccccc3c2=O)c1 (configuration not stated)	1.9	-1	/	-6	116	-1
25	7	-8	42	5	0	Cc1nn(-c2ccccc2)c(C)c1/C=C/C(=O)OCC(=O)Nc1ccc(S(N)(=O)=O)cc1	0.4	0	0	-5	99	3

# Four compounds from above, arranged by the value under MITF act, descending:
item	Compound	MITF act
3	COc1ccc(-c2cc3c(=O)n(CC(=O)NCc4ccc(C)cc4)ncn3n2)cc1	15
23	COc1ccc2nc(-c3ccccc3)cc(C(=O)OCC(=O)N3CC(C)OC(C)C3)c2c1 (configuration not stated)	11
24	COc1cccc(-n2c(SCC(=O)NC3CCS(=O)(=O)C3)nc3ccccc3c2=O)c1 (configuration not stated)	-1
5	CC(C(=O)NN)n1nnc(N2CCOCC2)n1 (configuration not stated)	-4

# Additional compounds
No.	PKA-R2B activ	dFosB activator	Arr AP2 block	SR-BI DiI-HDL act	NSD2 inh	smiles	CDK5 p35 inh	PKA-R1A act	Mot1-301 SUMO	SR-BI DiI inh	DSG3 Ab inh	MITF act
26	-10	-12	3	13	/	CC(C)(C)N1C(=O)[C@H]2[C@@H](c3ccc(Br)cc3)N3C(=O)N(c4cccc(Cl)c4)C(=O)[C@@]3(Cc3ccccc3)[C@H]2C1=O	-2.1	-3	48	-13	103	6
27	-8	-11	6	14	1	CCN(CC)C(=O)CSc1nnc(-c2ccc(S(=O)(=O)N3CCCC3)cc2)o1	-0.9	10	0	-14	105	10
28	1	-8	24	-4	0	Cc1nnc(NC(=O)CSc2nnc(-c3ccc(S(=O)(=O)N4CCCC4)cc3)n2C)s1	-2.0	4	7	4	96	-10
29	-1	-2	-2	22	0	O=S(=O)(Nc1cccnc1Cl)c1ccc2c(c1)OCCO2	-1.2	-10	305	-22	/	6
30	1	-1	-15	28	-1	O=C(COC(=O)c1ccccc1O)NC(c1ccccc1)c1ccccc1	0.1	2	-12	-28	126	-10
31	-6	15	-4	7	1	Cc1nn(CC(=O)Nc2ccc(Cl)cc2Cl)c(=O)c2ccccc12	14	-14	4	-7	105	/
32	-10	-6	-6	-57	26	CCc1noc(C)c1C(=O)Nc1nc(-c2ccc(F)cc2)c(C)s1	1.2	-8	634*	57	105	7
33	4	-5	23	-2	-2	CCOc1ncccc1C(=O)OCC(=O)c1ccc(OC)c(OC)c1	-0.4	-2	/	2	100	0
34	-4	-3	29	18	-4	O=C(NCC(=O)N1CCCCCC1)c1ccc(OC(F)F)cc1	2.5	-12	i	-18	90	-3
35	-11	0	6	10	0	COC(=O)C1=C(C)NC(C)=C(C(=O)OC)C1c1ccco1	1.0	3	-16	-10	105	-3
36	5	-3	0	13	-3	Cc1cc(NCC(C)C)n2ncnc2n1	2.0	-2	-18	-13	/	/
37	0	2	10	10	2	COC(=O)C1(C#N)C(c2ccccc2)C1(C(=O)OC)C(=O)OC (configuration not stated)	0.7	-4	152	-10	97	-6
38	-13	-4	10	-7	-2	CCOCCNC(=O)c1ccc2c3c(cccc13)CC2	1.7	-6	-8	7	104	19
39	-4	-11	5	-12	1	c1ccc2c(c1)oc1c(Nc3ccc4c(c3)OCCO4)ncnc12	0.7	-8	-12	12	110	37
40	2	-1	-24	9	-2	O=S(=O)(c1ccccc1)N1CCN(C(=S)NCc2ccccc2)CC1	0.6	-10	-15	-9	115	0
41	-1	-18	6	26	6	O=C(C1CN(S(=O)(=O)c2ccccc2)CCN1S(=O)(=O)c1ccccc1)N1CCCCCC1 (configuration not stated)	1.0	-1	1	-26	108	16
42	-10	-11	-7	7	27	C=CC[C@H]1CC(Cc2ccccc2)=C[C@H](CC=C)N1	-4.0	0	32	-7	107	0
43	-4	3	-2	-50	-2	CC(=O)Nc1cccc(/C(C)=N\NC(=O)c2ccc(Cn3nc([N+](=O)[O-])c(Cl)c3C)o2)c1	3.6	-6	366	50	100	10
44	1	-2	4	9	0	CCc1nnc(NC(=O)CCN2C(=O)C3CCCCC3C2=O)s1 (configuration not stated)	1.6	-6	4	-9	100	-2
45	-16	-6	24	-2	13	COc1ccc(NC(=O)c2ccc(-n3nc(C)c[n+]3[O-])cc2)cc1	0.2	-13	10	2	99	11
46	11	0	-3	5	1	COc1ccccc1C(=O)n1nc(-c2ccccc2)nc1N	0.7	13	-11	-5	141	2

# 6 compounds already listed, ordered by formula weight, descending.
No.	PKA-R2B activ	dFosB activator	Arr AP2 block	SR-BI DiI-HDL act	NSD2 inh	smiles	CDK5 p35 inh	PKA-R1A act	Mot1-301 SUMO	SR-BI DiI inh	DSG3 Ab inh	MITF act
26	-10	-12	3	13	/	CC(C)(C)N1C(=O)[C@H]2[C@@H](c3ccc(Br)cc3)N3C(=O)N(c4cccc(Cl)c4)C(=O)[C@@]3(Cc3ccccc3)[C@H]2C1=O	-2.1	-3	48	-13	103	6
27	-8	-11	6	14	1	CCN(CC)C(=O)CSc1nnc(-c2ccc(S(=O)(=O)N3CCCC3)cc2)o1	-0.9	10	0	-14	105	10
33	4	-5	23	-2	-2	CCOc1ncccc1C(=O)OCC(=O)c1ccc(OC)c(OC)c1	-0.4	-2	/	2	100	0
34	-4	-3	29	18	-4	O=C(NCC(=O)N1CCCCCC1)c1ccc(OC(F)F)cc1	2.5	-12	i	-18	90	-3
35	-11	0	6	10	0	COC(=O)C1=C(C)NC(C)=C(C(=O)OC)C1c1ccco1	1.0	3	-16	-10	105	-3
42	-10	-11	-7	7	27	C=CC[C@H]1CC(Cc2ccccc2)=C[C@H](CC=C)N1	-4.0	0	32	-7	107	0
